# From PubChem BioAssay
# HSF1 activator: HSF-1 activators, primary screen, NIH3T3-HGL cells, MG132 stress, luminescence, single point; NIH3T3-HGL HSF-1 luciferase reporter, 8 h; 100% = twice DMSO control signal; activation, % at 9 µM; actives 1.7% (n = 300,000); AID 504408, 2011;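 active = mean replicate activation of at least 50% with a set share of replicates each reaching 50%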;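 note: 0% = median of the neutral control wells and 100% = twice that signal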
# GSK3 alpha inh: blockers of GSK3A enzyme activity – biochemical, luminescence, cell-free homogeneous, HTS, primary screen. AID 2650, 2010. actives 0.1% (n = 320,000). GSK-3 alpha kinase, ADP-Glo luminescence, 60 min. Glycogen synthase kinase-3 alpha (Homo sapiens), P49840. inhibition, % at 10 µM;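 in the data active = inhibition above about 50%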;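 note: GST-tagged GSK-3 alpha with peptide substrate and 25 µM ATP; 0% = DMSO neutral wells and 100% = GW8510 positive control wells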
# Target sequence (P49840 whole entry, looked up): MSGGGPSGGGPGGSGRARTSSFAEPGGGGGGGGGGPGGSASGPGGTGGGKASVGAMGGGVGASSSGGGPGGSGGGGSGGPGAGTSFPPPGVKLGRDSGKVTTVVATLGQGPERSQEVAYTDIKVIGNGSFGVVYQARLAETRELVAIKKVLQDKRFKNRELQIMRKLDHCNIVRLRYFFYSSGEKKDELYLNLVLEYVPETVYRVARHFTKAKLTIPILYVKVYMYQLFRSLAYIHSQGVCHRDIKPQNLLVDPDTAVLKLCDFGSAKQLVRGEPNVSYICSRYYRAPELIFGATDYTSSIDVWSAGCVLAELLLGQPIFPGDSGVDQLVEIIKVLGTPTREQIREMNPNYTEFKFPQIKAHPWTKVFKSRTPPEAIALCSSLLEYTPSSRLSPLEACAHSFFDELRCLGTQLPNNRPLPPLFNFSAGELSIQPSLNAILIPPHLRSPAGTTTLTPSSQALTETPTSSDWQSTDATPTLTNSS
# aSyn 5UTR inh: MLPCN primary screen, SNCA 5' untranslated region. alpha-synuclein 5'UTR reporter, inhibitor activity. inhibition, % (tested at 7.5 µM). actives 0.82% (n = 300,000). AID 1813, 2009; in the data active = inhibition above about 60%;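 note: H4 neuroglioblastoma cells stably carrying SNCA 5'UTR luciferase fusion; 0% = DMSO wells and 100% = positive control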
# PolyA inh: polyadenylation inhibitors in yeast reporter cells, primary screen, luminescence, S. cerevisiae | AID 1875, 2009 | calls only at 12 µM | S. cerevisiae SKY197-pL101 polyadenylation reporter, beta-gal luminescence; efflux-impaired pdr1/pdr3 knockout yeast; score 100 = 6 SD above DMSO | actives 0.02% (n = 300,000);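 active = lowest replicate activity score at least 50, where 100 means six control SD above control mean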;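 note: yeast exposed to compound for 9 h at 30 °C; higher score means more reporter readthrough which indicates perturbed polyadenylation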
# HSP90 refold inh: HSP90 inhibitors, primary screen, cell lysate, luminescence; Heat shock protein HSP 90 (rabbit reticulocyte lysate; luciferase refolding); Rabbit reticulocyte lysate, luciferase refolding luminescence, 3 h; inhibition, % at 5.6 µM; actives 0.91% (n = 290,000); AID 1789, 2009;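 active = inhibition above the screen-wide mean plus 3 SD, computed separately per campaign, cut at about 16% in these data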;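 note: 0% = DMSO wells and 100% = 60 µM geldanamycin wells; inhibitors lower the luminescence because luciferase stays unfolded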
# AI-2 QS modul: Vibrio harveyi AI-2 quorum sensing modulators, primary screen, JMH597 strain, luminescence/OD600 ratio | Vibrio harveyi JMH597 AI-2 luminescence/OD600 ratio, 9 h; active compounds read low; strain lacks LuxN and CqsS sensors; 0 = neutral-control median | activity change, % at 7.5 µM | actives 0.4% (n = 300,000); in the data active = activity change below about -75%, passing the limit was not always enough;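 note: luminescence divided by OD600 gain over 9 h not by final OD600 alone; inactives centre near 13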
# KLF5 inh: KLF5 expression inhibitors, primary screen, DLD-1 cells, luminescence | actives 0.23% (n = 290,000) | DLD-1 KLF5 promoter-luciferase reporter | AID 1700, 2009 | inhibition, % at 5 µM;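 active = inhibition above a per-plate limit of that plate's mean compound inhibition plus 3 SD, cut at about 60% in these data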;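 note: 0% = DMSO wells and 100% = LY294002 at 200 µM; higher means less KLF5 promoter-driven luciferase light; inactives centre near -14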
# GSK3beta inhib: human GSK3beta kinase inhibitors, primary screen, biochemical, cell-free homogeneous, HTS; Glycogen synthase kinase-3 beta (Homo sapiens), P49841; GST-GSK3beta kinase, ADP-Glo luminescence, 60 min; active compounds read low; activity score (negative = inhibition), % at 10 µM; actives 0.038% (n = 300,000);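 active = more than half of replicate wells score below -50%, meaning over 50% inhibition versus plate controls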;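 note: 0% = median DMSO wells and -100% = median GW8510 positive control wells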
#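 Test system: GST-tagged human GSK3beta kinase, cell-free; evaluation: activity score scaled between in-plate DMSO and GW8510 controls; measured by: ADP-Glo luminescence; incubation: 60 min reaction, RT; benchmarks: DMSO and 20 µM GW8510; reagent: peptide substrate plus 25 µM ATP (final); medium: Tris/MgCl2 kinase buffer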
# HSF1 inhib: HSF1 inhibitors in luciferase reporter cells, primary screen, cell-based, NIH3T3, luminescence; activity change, negative = inhibition, % at 7.5 µM (by protocol); NIH3T3-HGL HSE-luciferase, MG132-induced, luminescence 8 h; active compounds read low; actives 0.77% (n = 300,000);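 active = more than half of replicate wells show activity change below -50%, luminescence cut by over half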;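 note: luciferase reports HSF-1 transcriptional activity via heat shock element; 0% = median of DMSO wells and -100% = zero luminescence signal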
# IEC-6 cytotox: cytotoxicity in IEC-6 intestinal epithelial cells, primary screen, cytotoxicity control for KLF5 inhibitor project, cell-based, luminescence; IEC-6 cytotoxicity, luminescence viability; inhibition, % at 5 µM; actives 0.78% (n = 290,000); in the data active = inhibition above about 22%;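 note: 0% = plate median of test compound wells and 100% = cytotoxic reference compound wells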
# * = called active by the depositor; i = inactive; · = no result given. These rows are one share of the data. The share of hits here may be higher or lower than overall.
compound | HSF1 activator | GSK3 alpha inh | aSyn 5UTR inh | PolyA inh | HSP90 refold inh | AI-2 QS modul | KLF5 inh | GSK3beta inhib | HSF1 inhib | IEC-6 cytotox
CSc1nc(-c2ccc(Cl)cc2Cl)[nH]c(=O)c1C#N | 26 | -4 | 41 | i | 0 | 14 | -3 | 2 | 3 | 0
COCCNCc1ccccc1 | -14 | -5 | 0 | i | -5 | 12 | -15 | 4 | -6 | -1
O=C(NC(=S)Nc1cccc(Cl)c1N1CCCCC1)c1ccco1 | 13 | 2 | 2 | i | 5 | 12 | -3 | -4 | -4 | 7
CN1CCN(C(=O)CCS(=O)(=O)c2cc3c(cc2Cl)NC(=O)CO3)CC1 | -7 | 3 | 4 | i | 0 | 6 | -39 | -26 | -7 | 5
COC(=O)c1ccc(COC(=O)CNC(=O)CNC(=O)c2ccc(OC)cc2)cc1 | -11 | 1 | -16 | i | · | 7 | · | -1 | -4 | ·
COC(=O)c1cccc(Nc2c3c(nc4ccccc24)CCC3)c1 | 24 | · | -34 | i | -1 | 13 | -7 | 1 | 2 | 28*
O=C(NCc1ccco1)C1CCCN1C(=O)Nc1ccccc1Cl (stereo unspecified) | -2 | -2 | -28 | i | -2 | 8 | -37 | 3 | -2 | -2
COc1ccc(-c2cc(N)n(S(=O)(=O)c3ccc(F)cc3)n2)cc1OC | 40 | -1 | 31 | i | 0 | -16 | 6 | -1 | 23 | 10
COc1cccc(/C=N/NC(=O)C(=O)N2CCCC2)c1OC | -3 | 7 | 5 | i | 0 | -2 | -55 | -2 | 0 | -4
CCOc1ccc(CN2CCCN(C)CC2)cc1 | 0 | 11 | 5 | i | -2 | 12 | -21 | 0 | 3 | 0
CCCNc1nc2c(c(=O)[nH]c(=O)n2C)n1CCOc1ccccc1 | 3 | -1 | 28 | i | 6 | 25 | 3 | 0 | -6 | -6
O=C1CCCN1CN(C(=O)c1ccc2c(c1)OCO2)c1ccc(F)cc1 | -11 | 0 | -2 | i | -2 | 10 | -23 | 1 | -5 | -3
CC[C@H](C)C(C(=O)N1CCN(C(=O)OC(C)(C)C)CC1)n1cc(C(Cc2ccc(O)cc2)NC(=O)OC(C)(C)C)nn1 (stereo partly specified) | 17 | · | 15 | i | -2 | 26 | -13 | 2 | -1 | -1
FC(F)(F)c1cnc(-c2cnc(-c3cccnc3)nc2)c(Cl)c1 | 34 | 0 | -124 | i | 1 | 20 | -38 | 0 | 16 | -4
CCCCNC(=O)c1ccc(N2CCOCC2)c(NS(=O)(=O)c2ccc(OC)cc2)c1 | 10 | -4 | 40 | i | 0 | 12 | 4 | 4 | 1 | -1
CCOP(=O)(c1ccccc1)C(O)c1ccccc1 (stereo unspecified) | -9 | 1 | -8 | i | 0 | 18 | -14 | 2 | -3 | -2
CCOC(=O)c1nc(C)n(-c2ccc(Cl)cc2)n1 | 1 | -4 | 15 | i | 0 | 17 | -24 | 5 | 3 | -2
O=c1cc(-c2ccccc2)nc2n1Cc1ccccc1-2 | -6 | 1 | -48 | i | 2 | 6 | -12 | 2 | 0 | 4
COc1ccc(C2C(C#N)=C(N)OC3=C2C(=O)CC(C)(C)C3)cc1Cn1cc([N+](=O)[O-])cn1 (stereo unspecified) | -1 | -1 | 33 | i | 1 | 10 | -23 | -3 | -4 | -2
COc1ccc(C2C(C#N)=C(N)Oc3cc(N)ccc32)cc1 (stereo unspecified) | -17 | 0 | 9 | i | 3 | 2 | -11 | -19 | -6 | 0
CCS(=O)(=O)Nc1cc(C(=O)OC)ccc1C(=O)OC | 6 | 2 | -26 | i | -1 | -2 | 4 | 7 | -2 | 0
CCOC(=O)c1ccc(Nc2nc(C)cc(C)n2)cc1 | -2 | -1 | -104 | i | 1 | 20 | -66 | -4 | 12 | 6
COc1cc(S(=O)(=O)NCc2ccc3c(c2)OCO3)ccc1Cl | -10 | -1 | 16 | i | -1 | 2 | -19 | 1 | -2 | 6
O=C(NCC1CCCO1)c1cc(S(=O)(=O)N2CCOCC2)ccc1Cl (stereo unspecified) | 18 | 1 | -3 | i | 2 | -2 | -38 | 1 | 6 | 5
Cc1cc(=O)oc2ccc(OCC(=O)O)cc12 | -1 | 0 | -6 | i | 2 | 8 | 7 | 3 | -9 | -4
Cc1ccc(-n2nc3c(c2NC(=O)c2ccc(F)c(F)c2)CS(=O)(=O)C3)cc1 | -4 | 0 | 11 | i | 2 | 2 | 5 | -3 | -7 | 8

# A second format for some results above.
# Every second line gives: HSF1 activator, GSK3 alpha inh, aSyn 5UTR inh, PolyA inh, HSP90 refold inh, AI-2 QS modul, KLF5 inh, GSK3beta inhib, HSF1 inhib, IEC-6 cytotox
CCOc1ccc(CN2CCCN(C)CC2)cc1
 : 0, 11, 5, i, -2, 12, -21, 0, 3, 0
CCCNc1nc2c(c(=O)[nH]c(=O)n2C)n1CCOc1ccccc1
 : 3, -1, 28, i, 6, 25, 3, 0, -6, -6
O=C1CCCN1CN(C(=O)c1ccc2c(c1)OCO2)c1ccc(F)cc1
 : -11, 0, -2, i, -2, 10, -23, 1, -5, -3
CC[C@H](C)C(C(=O)N1CCN(C(=O)OC(C)(C)C)CC1)n1cc(C(Cc2ccc(O)cc2)NC(=O)OC(C)(C)C)nn1 (stereo partly specified)
 : 17, ·, 15, i, -2, 26, -13, 2, -1, -1
FC(F)(F)c1cnc(-c2cnc(-c3cccnc3)nc2)c(Cl)c1
 : 34, 0, -124, i, 1, 20, -38, 0, 16, -4
CCCCNC(=O)c1ccc(N2CCOCC2)c(NS(=O)(=O)c2ccc(OC)cc2)c1
 : 10, -4, 40, i, 0, 12, 4, 4, 1, -1
CCOP(=O)(c1ccccc1)C(O)c1ccccc1 (stereo unspecified)
 : -9, 1, -8, i, 0, 18, -14, 2, -3, -2
CCOC(=O)c1nc(C)n(-c2ccc(Cl)cc2)n1
 : 1, -4, 15, i, 0, 17, -24, 5, 3, -2
O=c1cc(-c2ccccc2)nc2n1Cc1ccccc1-2
 : -6, 1, -48, i, 2, 6, -12, 2, 0, 4
COc1ccc(C2C(C#N)=C(N)OC3=C2C(=O)CC(C)(C)C3)cc1Cn1cc([N+](=O)[O-])cn1 (stereo unspecified)
 : -1, -1, 33, i, 1, 10, -23, -3, -4, -2
COc1ccc(C2C(C#N)=C(N)Oc3cc(N)ccc32)cc1 (stereo unspecified)
 : -17, 0, 9, i, 3, 2, -11, -19, -6, 0
CCS(=O)(=O)Nc1cc(C(=O)OC)ccc1C(=O)OC
 : 6, 2, -26, i, -1, -2, 4, 7, -2, 0
CCOC(=O)c1ccc(Nc2nc(C)cc(C)n2)cc1
 : -2, -1, -104, i, 1, 20, -66, -4, 12, 6
COc1cc(S(=O)(=O)NCc2ccc3c(c2)OCO3)ccc1Cl
 : -10, -1, 16, i, -1, 2, -19, 1, -2, 6
